ADAM17 inh: inhibits human ADAM17; 370,000 tested, 0.83% active; P78536; AID 720648; inhibition, % at 6.95 µM; recombinant ADAM17, EDANS/DABCYL FRET peptide cleavage;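 active = inhibition above the mean of compounds lying between control limits plus 3 SD, set per campaign, cut at about 8.5% in these data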;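 also: 0% = DMSO-only wells as the low control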
DDE Tn7 FP inh: DD(E)-Tn7 binding inhibition, primary FP screen. P02675. FP displacement of FITC-Tn7 peptide from fibrin DD(E); 0% = median of compound wells per plate. inhibition, % at 8.3 µM. 370,000 tested, 0.13% active. AID 720508;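 active = inhibition above the mean of compounds falling within the control limits plus 3 SD of them, cut at about 14% in these data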;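 also: 0% = plate median of compound wells and 100% = 10 µM Aha-Tn7 peptide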
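Also added: labelled Tn7 tracer, 0.1 µM; Assay system: human fibrin DD(E) protein; Amount: 2 µM fibrin DD(E); Schedule: 10 min compound pre-incubation, 3 h probe incubation at room temperature; Repeats: one replicate per compound; Read-out basis: percent inhibition; Measured by: fluorescence polarization of the labelled Tn7 tracer.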
ADAM10 inh: ADAM10 inhibition, QFRET primary screen; AID 720582; O14672; recombinant ADAM10, EDANS/DABCYL FRET peptide cleavage, 3 h; 370,000 tested, 0.62% active; inhibition, % at 7 µM;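 active = inhibition above a per-campaign cutoff equal to the mean of compounds falling between control-based bounds plus 3 SD, cut at about 20% in these data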;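 also: 0% = DMSO wells while the 100% control is not disclosed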
TDP2 absorb: blocks human TDP2 phosphodiesterase activity. O95551. recombinant TDP2, T5PNP hydrolysis, p-nitrophenol absorbance 415 nm. inhibition, % at 12.8 µM. 370,000 tested, 0.34% active. AID 720702;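 active = inhibition above the mean of all tested compounds plus 3 SD, set per campaign, cut at about 25% in these data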;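 also: 0% = DMSO with enzyme and 100% = buffer with substrate but no TDP2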
Target sequence (O95551 whole entry, looked up): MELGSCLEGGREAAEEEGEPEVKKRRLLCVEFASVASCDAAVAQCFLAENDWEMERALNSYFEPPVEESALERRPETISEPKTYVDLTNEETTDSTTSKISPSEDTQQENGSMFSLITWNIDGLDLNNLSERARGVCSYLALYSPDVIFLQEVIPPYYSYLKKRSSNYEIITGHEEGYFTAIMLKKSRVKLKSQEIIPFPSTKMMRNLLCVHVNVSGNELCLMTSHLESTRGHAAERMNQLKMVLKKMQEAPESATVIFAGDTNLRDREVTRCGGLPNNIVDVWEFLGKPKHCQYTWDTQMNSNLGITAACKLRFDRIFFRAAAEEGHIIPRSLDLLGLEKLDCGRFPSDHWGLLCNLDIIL
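Test system: human TDP2 enzyme; Input: 120 nM TDP2 per well; Buffer or medium: Mg2+-containing Tris-HCl buffer, pH 7.5; Reagent: 5 mM T5PNP; Dosing: 12.8 µM single point, 1% DMSO; Incubation: reaction 2 h, 37 °C; Detection: p-Nitrophenol epi absorbance; Read-out: % inhibition relative to enzyme-containing and enzyme-free wells; Replicates: single well per compound.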
KLK7 zymogen act: proKLK7 (human) activation, primary screen | P49862 | purified proKLK7, EDANS-DABCYL substrate fluorescence; 100% is mature enzyme control, 0% vehicle | activation, % at 7 µM | 370,000 tested, 0.9% active | AID 652039;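 active = activation above the mean of all tested compounds plus 3 SD, computed per campaign excluding outliers beyond control limits, cut at about 13% in these data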
Target sequence (P49862 whole entry, looked up): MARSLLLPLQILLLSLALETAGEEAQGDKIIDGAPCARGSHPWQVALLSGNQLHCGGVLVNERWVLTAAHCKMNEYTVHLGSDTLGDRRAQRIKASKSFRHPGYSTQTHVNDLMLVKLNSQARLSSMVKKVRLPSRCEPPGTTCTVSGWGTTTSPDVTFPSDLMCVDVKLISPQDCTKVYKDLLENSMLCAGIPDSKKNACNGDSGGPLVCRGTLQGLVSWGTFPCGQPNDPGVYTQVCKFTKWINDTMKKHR
Tn6 DDE FP: inhibitors of Tn6 peptide binding to human fibrin DD(E); P02675; Fibrin DD(E) TRITC-Tn6 fluorescence polarization displacement; inhibition, % at 8.3 µM; 370,000 tested, 0.21% active; AID 720509;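 active = inhibition above a per-campaign cutoff: mean of compounds within control limits plus 3 SD, cut at about 15% in these data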;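 also: 0% = median of all compound wells on the plate and 100% = blocking peptide control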
ARFGAP1 inhibitor: rat ARFGAP1 inhibition | Q62848 | Arfgap1-stimulated ARF1 GTP hydrolysis, GDP FP detection | inhibition, % at 16.5 µM | 360,000 tested, 0.26% active | AID 651572;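 active = inhibition above a per-plate limit, mean inhibition of low control wells plus 3 SD, cut at about 25% in these data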;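 also: 0% = DMSO wells with enzyme and 100% = wells lacking Arfgap1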
Target sequence (Q62848 1-136 limits assumed): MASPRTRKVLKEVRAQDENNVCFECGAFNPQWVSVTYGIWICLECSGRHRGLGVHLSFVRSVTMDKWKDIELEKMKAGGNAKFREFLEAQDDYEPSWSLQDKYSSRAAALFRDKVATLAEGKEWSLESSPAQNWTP
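Repeats: one replicate per compound; assay system: rat Arfgap1 catalytic domain, aa 1-136; times: enzyme reaction 120 min at 25 °C after 20 min preincubation; detection: FP of antibody-bound GDP Alexa 633 tracer, ex 620/em 688 nm; benchmarks: high control wells lacking Arfgap1, low control full reaction with DMSO; reagent: human ARF1(Δ1-17)-GTP substrate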
ASAP1 inh: blocks human ASAP1-stimulated Arf1 GTP hydrolysis. GDP FP detection. inhibition, % at 16.5 µM. 360,000 tested, 0.19% active; in the data active = inhibition above about 25%;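 also: 0% = vehicle with enzyme and substrate and 100% = no enzyme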
LEDGF integ inh: blocks HIV-1 LEDGF/p75-dependent DNA integration. TR-FRET IN-LEDGF/p75 DNA integration, Eu/Cy5. inhibition, % at 3.7 µM. 370,000 tested, 0.64% active. AID 743269;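 active = inhibition above the screen-wide mean plus 3 SD, cut at about 13% in these data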;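 also: signal is the Cy5 over europium emission ratio at 671 and 618 nm; 0% = plate median of compound wells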
PLC-gamma1 inh: PLC-gamma1 (human) inhibition, primary screen; inhibition, % at 12.2 µM; 370,000 tested, 0.84% active; purified PLC-gamma1, fluorogenic substrate, fluorescence; P19174; in the data active = inhibition above about 9.5%
Starred values were filed as active, the others as inactive; · = no result given.

ADAM17 inh	DDE Tn7 FP inh	ADAM10 inh	TDP2 absorb	KLK7 zymogen act	Tn6 DDE FP	ARFGAP1 inhibitor	ASAP1 inh	LEDGF integ inh	PLC-gamma1 inh	canonical_smiles
-6	2	-6	-8	0.2	-3	-2	1	-2	3	CSCC[C@H](NC(=O)C1CCN(S(=O)(=O)c2ccc(C)cc2C)CC1)c1nc2ccccc2[nH]1
-4	1	-4	1	-0.5	1	5	-1	-3	0	CCC(=O)Nc1nnc(Sc2ccc(N(C)C)cc2)s1
-6	5	-8	2	-0.2	-3	-2	0	-5	-2	CC1=C(C(=O)Nc2ccccc2)C(c2ccco2)n2ncnc2N1 (configuration not stated)
-1	1	-5	5	0.2	3	9	4	1	-1	O=C(CSc1nc2ccccc2c2c1CCCC2)N1CCOCC1
-2	9	-3	-7	0.7	0	4	5	-2	-1	Cc1[nH]nc2c1C1(CCN(C(=O)OCc3ccccc3)CC1)C(C#N)=C(N)O2
-4	-1	1	8	0.3	5	9	9	1	4	CN1CCN(c2ccc(NC(=O)c3ccccc3)cc2)CC1
-3	3	-4	-1	-0.3	2	9	-2	-4	3	CC(C)(C)C(=O)Nc1ccc(C(=O)COC(=O)C2=COCCO2)cc1
2	0	10	-11	-0.4	1	-17	0	1	7	Cc1cccc(C(=O)Nc2ccc(CC(=O)O)cc2)c1
-5	5	3	4	0.4	-2	-4	14	5	-4	COc1ccc(NC(=O)CN2CCN(CC(=O)Nc3ccccc3Cl)CC2)cc1Cl
-20	-4	-64	8	3.1	7	-9	-15	1	-145	CCCC(c1nnnn1C(C)(C)CC)N(CCCO)Cc1cc2cc(C)cc(C)c2[nH]c1=O (configuration not stated)
-1	-3	-2	12	-0.7	-3	-1	1	-2	-42	COc1ccc2c3n(nc2c1)CCN=C3c1cc(Cl)c(N)c(Cl)c1
-1	-1	1	3	-0.7	5	-2	6	-1	-1	O=C(NCc1ccccc1)[C@H]1CCCN1C(=O)[C@H]1CCCN1C(=O)c1cccc(Cl)c1
-6	13	-11	5	0.0	0	-1	-1	0	5	CCCCNC(=O)C1(C)CCN1C(=O)c1c(F)ccc(C)c1F (configuration not stated)
-6	3	2	-3	0.2	9	9	0	-2	0	COc1ccc(S(=O)(=O)NCC(=O)N(CC(=O)NCC2CCCO2)c2c(C)cccc2C)cc1 (configuration not stated)
-1	5	-7	7	-0.4	2	9	-8	0	3	Cc1cc(F)cc(C)c1Cn1cnc2c(cnn2C(C)(C)C)c1=O
-10	-1	-32	-17	1.9	3	-4	-2	2	-53	CC(=O)N1CCn2c3c(c4cc(C)ccc42)CCCC31 (configuration not stated)
-1	0	5	3	0.5	-1	0	0	-1	3	CN(CCOc1ccc(Cl)c(Cl)c1)Cc1ccccc1
0	-1	-6	-14	-4.3	-1	-3	4	6	-375	O=c1cc(-c2ccccc2)oc2cc(O)ccc12
-69	-10	-202	-5	1.9	2	1	9	2	-21	COc1ccc2[nH]c(=O)c(CN(CCO)S(=O)(=O)c3ccc(C)cc3)cc2c1
-2	-9	3	18	0.1	10	-3	-9	1	5	CCNC(=S)Nc1ccc(C)c(S(=O)(=O)Nc2ccccc2OC)c1
5	2	-13	-10	-0.5	-5	-2	1	-1	5	CC[N+](CC)(CCO)CCCN1C(=O)C2CC=C(Cl)CC2C1=O (configuration not stated)
1	-8	6	-16	0.2	-1	5	9	-4	4	Cc1nn(CC(=O)NCCCN2CCN(Cc3ccccc3)CC2)c(=O)c2cc(-c3ccccc3)nn12
0	-1	-12	-4	0.2	6	4	-9	0	0	O=C(NCC1(N2CCCCC2)CCCCC1)c1ccc(NS(=O)(=O)c2ccc(F)cc2)cc1
-7	5	5	15	-0.2	-2	-3	4	-2	-1	Cc1nnc2ccc(Oc3ccc(-c4ccccc4)cc3)nn12
-3	6	-11	13	-0.1	-2	0	-2	-2	-1	O=C(NCc1ccco1)c1cccc(-c2ccc3nncn3c2)c1

ADAM17 inh	DDE Tn7 FP inh	ADAM10 inh	TDP2 absorb	KLK7 zymogen act	Tn6 DDE FP	ARFGAP1 inhibitor	ASAP1 inh	LEDGF integ inh	PLC-gamma1 inh	canonical_smiles
-5	-1	-5	2	-0.3	3	17	8	2	-3	COc1ccc(NC(=O)N2Cc3ccccc3CC2C(=O)NC(C)(C)C)cc1 (configuration not stated)
-2	-7	-2	6	-0.3	-2	3	10	0	1	CC(=O)C[C@H](O)CC(=O)[C@@H]1OC(=O)CCCCCCc2ccccc21
2	-3	0	-8	-0.1	-2	20	5	2	5	C=CCNc1nc(N)c([N+](=O)[O-])c(NC2CCCCC2)n1
0	4	5	5	-0.3	3	-1	-5	-2	-5	COC(=O)c1ccccc1NC(=O)c1sc(N)nc1C
1	-3	0	-4	-0.8	6	7	16	2	1	Cc1ccc(C)c(C(=O)Nc2c(C(N)=O)oc3ccccc23)c1
-2	0	1	17	0.3	-1	5	0	1	-1	O=C(NCCN1CCOCC1)c1c(O)nc2sccn2c1=O
11*	0	7	-12	-0.3	-1	2	-2	-1	12*	O=C(NCC1CCCO1)c1cnn2c1NC(c1ccccc1)CC2C(F)(F)F (configuration not stated)
-2	0	-3	1	0.8	5	1	6	-1	-2	Cc1ccc2cc(C#N)c(SCC(=O)NNC(=O)Cc3ccccc3)nc2c1
-4	-4	-5	2	0.0	-6	1	7	4	1	OC1(c2ccc(F)cc2)CCN(Cc2nnnn2Cc2cccs2)CC1
-16	-3	-47	-2	-4.5	-7	7	-10	-2	-7	Cc1ccc2nc(-c3cccc(Cl)c3)c(Cc3cccc(Cl)c3)n2c1
-4	3	-6	-12	-0.4	-6	6	-19	5	1	O=C(NCCc1ccccc1)c1cccc2c(-c3cccnc3)coc12
-2	5	0	11	0.4	-7	3	0	2	5	Cc1cc(N2CCN(S(=O)(=O)c3ccc(Br)cc3)CC2)n2ncnc2n1
2	5	18	-12	0.7	6	-4	8	-1	6	CCCCOc1ccc(N(CC(=O)NCc2ccccc2)C(=O)c2csnn2)cc1
-7	1	-16	5	-0.3	2	-8	-2	-7	-1	CCCCn1c(SCC(=O)NC(=O)Cc2ccccc2)nc2ccccc2c1=O
1	-4	5	-14	0.2	1	-3	10	3	2	COc1cccc(NC(=O)NCCC2=CCCCC2)c1
-2	-4	-2	-9	0.1	-6	5	-12	3	2	CC(=O)Oc1cccc(N2C(=O)c3ccccc3C2=O)c1
3	1	-2	-2	0.0	4	3	8	-1	-1	CCn1c2ccccc2c2nnc(SCC(=O)NCCOC)nc21
-3	4	1	-1	0.1	7	-1	11	-3	-1	COc1cccc(-c2nnc3sc(C4CCCCC4)nn23)c1
-1	-7	11	-21	-0.5	6	5	-7	3	4	O=C(c1cccc2ccccc12)N1CCCCC1
-3	8	-1	1	-1.3	-4	-4	1	3	-1	CCC(C(=O)N1CCN(Cc2ccc3c(c2)OCO3)CC1)n1c(=O)[nH]c2ccccc2c1=O (configuration not stated)
7	-8	14	5	-4.7	-2	32*	11	11	-34	O=C1NC(c2ccccc2)=C(c2nc3ccccc3s2)C(c2ccc(F)cc2)N1 (configuration not stated)
-5	0	-10	7	1.4	2	-1	1	1	-37	O=C(Nc1cccnc1)c1cc2nc(C3CC3)cc(C(F)(F)F)n2n1
7	-6	4	-6	-1.1	2	1	1	-4	4	CCOC(=O)Nc1cc(=O)c([N+](=O)[O-])c(N)[nH]1
4	4	3	-5	0.5	-9	10	-4	-8	-1	COc1ccc2[nH]c(C)c(CCNc3ccc(C(F)(F)F)cc3[N+](=O)[O-])c2c1
-4	-7	2	6	0.5	-4	-2	0	4	-1	Cc1cccc(NC(=O)C2CCN(C(=O)NCc3ccccc3)CC2)c1C

Reformatted comma-delimited: entries from further up
SMILES,ADAM17 inh,DDE Tn7 FP inh,ADAM10 inh,TDP2 absorb,KLK7 zymogen act,Tn6 DDE FP,ARFGAP1 inhibitor,ASAP1 inh,LEDGF integ inh,PLC-gamma1 inh
COC(=O)c1ccccc1NC(=O)c1sc(N)nc1C,0,4,5,5,-0.3,3,-1,-5,-2,-5
Cc1ccc(C)c(C(=O)Nc2c(C(N)=O)oc3ccccc23)c1,1,-3,0,-4,-0.8,6,7,16,2,1
O=C(NCCN1CCOCC1)c1c(O)nc2sccn2c1=O,-2,0,1,17,0.3,-1,5,0,1,-1
O=C(NCC1CCCO1)c1cnn2c1NC(c1ccccc1)CC2C(F)(F)F (configuration not stated),11*,0,7,-12,-0.3,-1,2,-2,-1,12*

(list continues)
ADAM17 inh	DDE Tn7 FP inh	ADAM10 inh	TDP2 absorb	KLK7 zymogen act	Tn6 DDE FP	ARFGAP1 inhibitor	ASAP1 inh	LEDGF integ inh	PLC-gamma1 inh	canonical_smiles
-4	1	-1	-10	0.5	-1	·	·	-3	-2	COc1ccc(Cn2cc(CN3[C@@H](CC(C)C)COc4cccc(F)c4S3(=O)=O)nn2)cc1
-7	5	-9	7	-1.0	4	30*	38*	31*	-33	Cc1cc(C)c2c(c1)NC(C(=O)O)C1CC=CC21 (configuration not stated)
-4	4	-5	3	-0.6	-9	-5	5	2	0	COc1cccc(N2CCN(S(=O)(=O)c3ccc(-c4cnc(C5CC5)o4)cc3)CC2)c1
1	4	4	3	0.6	0	0	8	0	-4	CCCCCOc1ccc(/C=c2\sc3nc(=O)c(-c4ccccc4)nn3c2=O)cc1OC
3	6	8	-9	0.3	-9	-2	-15	2	3	COc1cccc(C(=O)NCCSCc2ccccc2Cl)c1
0	-4	7	3	0.2	2	9	6	4	1	COc1ccc(CCC(=O)N(C)CC(=O)Nc2ccc(N3CCOCC3)cc2)cc1
4	3	5	-16	0.0	-2	8	2	4	2	O=C(O)C(Cc1ccccc1)NC(=O)C(Cc1ccccc1)NC(=O)C12CC3CC(CC(C3)C1)C2 (configuration not stated)
-3	5	-10	-2	-0.2	0	-9	1	-5	-1	COc1cccc(NC(=S)NC(=O)c2cccnc2)c1
4	-5	8	-4	-0.3	-5	6	-19	2	3	NS(=O)(=O)c1ccc(CCNC(=O)CN2CCN(c3cccc(Cl)c3)CC2)cc1
-1	6	15	-10	-0.3	1	-7	13	1	3	Nc1ccc(C(=O)NC2CCSc3ccccc32)cc1[N+](=O)[O-] (configuration not stated)
-4	-1	-11	4	0.6	1	-8	9	-1	-1	O=C(CCN1C(=O)C2CC=CCC2C1=O)OCC(=O)c1ccc(F)cc1 (configuration not stated)
-4	4	2	-4	0.0	5	-2	-11	1	0	CCc1ccc(NC(=O)c2noc3c2CCc2ccccc2-3)cc1

This is a random part of the collection, and some 4.2% of all compounds hit somewhere here.
